# NCF1 inh: p47phox/p22phox peptide binding inhibitors, primary screen, biochemical, uHTS, NADPH oxidase regulatory subunit. Neutrophil cytosol factor 1 (Homo sapiens), P14598. fluorescence polarization, 2 h. inhibition, % at 24.7 µM. 0.53% of 220,000 active;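 also: 0% = p47phox with labelled peptide and 100% = labelled peptide alone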
# eIF4E-4G inh: eIF4E–eIF4G protein interaction inhibitors, primary screen, biochemical, uHTS, TR-FRET, eIF4GI fragment; inhibition, % at 21.7 µM; 0.37% of 220,000 active; TR-FRET eIF4E-eIF4GI(517-606) binding, 2 h;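 also: 0% = full FRET control wells and 100% = background wells lacking eIF4GI fragment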
# Target sequence (P63073 whole entry, looked up, the tested form may be a part): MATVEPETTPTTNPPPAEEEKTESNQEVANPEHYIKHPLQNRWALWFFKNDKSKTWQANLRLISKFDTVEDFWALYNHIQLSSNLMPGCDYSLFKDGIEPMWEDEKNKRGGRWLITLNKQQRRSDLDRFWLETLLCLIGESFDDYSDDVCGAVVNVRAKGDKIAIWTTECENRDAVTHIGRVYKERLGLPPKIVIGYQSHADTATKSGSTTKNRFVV
# Target sequence (Q04637 whole entry, looked up, the tested form may be a part): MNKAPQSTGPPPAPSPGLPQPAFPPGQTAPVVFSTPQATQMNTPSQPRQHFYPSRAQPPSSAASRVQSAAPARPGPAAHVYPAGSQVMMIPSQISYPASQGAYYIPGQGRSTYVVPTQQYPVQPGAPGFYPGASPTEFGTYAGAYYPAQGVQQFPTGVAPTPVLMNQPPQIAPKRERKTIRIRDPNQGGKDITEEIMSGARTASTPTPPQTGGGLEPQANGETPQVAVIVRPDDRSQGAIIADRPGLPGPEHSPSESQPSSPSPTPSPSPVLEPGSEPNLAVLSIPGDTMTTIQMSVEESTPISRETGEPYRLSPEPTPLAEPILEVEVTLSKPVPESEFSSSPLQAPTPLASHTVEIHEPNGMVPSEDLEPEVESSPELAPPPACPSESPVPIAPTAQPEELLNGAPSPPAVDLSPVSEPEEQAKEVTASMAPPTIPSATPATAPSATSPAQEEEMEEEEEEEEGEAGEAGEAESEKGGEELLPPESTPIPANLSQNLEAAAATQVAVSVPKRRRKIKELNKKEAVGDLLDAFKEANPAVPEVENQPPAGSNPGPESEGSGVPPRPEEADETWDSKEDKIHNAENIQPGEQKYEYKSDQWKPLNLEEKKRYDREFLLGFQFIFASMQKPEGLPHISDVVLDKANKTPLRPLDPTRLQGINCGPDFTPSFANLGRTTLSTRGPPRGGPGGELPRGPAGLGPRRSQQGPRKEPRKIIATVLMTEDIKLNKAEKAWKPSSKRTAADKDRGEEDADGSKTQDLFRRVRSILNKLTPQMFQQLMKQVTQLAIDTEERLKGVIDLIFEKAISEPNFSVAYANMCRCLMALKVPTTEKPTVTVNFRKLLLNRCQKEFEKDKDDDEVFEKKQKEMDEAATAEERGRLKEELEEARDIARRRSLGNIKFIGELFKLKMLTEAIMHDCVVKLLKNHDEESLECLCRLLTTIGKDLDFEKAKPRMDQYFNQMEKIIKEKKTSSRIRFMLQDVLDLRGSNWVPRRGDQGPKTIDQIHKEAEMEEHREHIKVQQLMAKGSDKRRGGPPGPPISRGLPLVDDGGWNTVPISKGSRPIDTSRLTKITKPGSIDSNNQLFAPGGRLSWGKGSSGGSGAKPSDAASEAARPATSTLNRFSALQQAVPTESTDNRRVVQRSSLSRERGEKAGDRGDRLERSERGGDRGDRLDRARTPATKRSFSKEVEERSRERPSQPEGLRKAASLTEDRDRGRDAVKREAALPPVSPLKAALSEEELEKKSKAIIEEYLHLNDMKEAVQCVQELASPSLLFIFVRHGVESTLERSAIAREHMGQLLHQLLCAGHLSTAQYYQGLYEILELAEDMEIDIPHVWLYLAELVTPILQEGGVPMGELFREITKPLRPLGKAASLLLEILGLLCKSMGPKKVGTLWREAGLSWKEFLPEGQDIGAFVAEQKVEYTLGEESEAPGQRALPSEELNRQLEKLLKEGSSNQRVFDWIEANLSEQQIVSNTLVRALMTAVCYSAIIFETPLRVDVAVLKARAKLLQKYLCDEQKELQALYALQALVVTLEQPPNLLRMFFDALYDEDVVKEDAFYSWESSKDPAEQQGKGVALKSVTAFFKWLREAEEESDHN
# EBV gp42 block: Epstein-Barr virus gp42 inhibitors, primary screen, biochemical, uHTS, fluorescence polarization; Glycoprotein 42 (Epstein-Barr virus (strain AG876)), Q1HVG2; Fluorescence polarization binding assay, mP read-out; inhibition, % (tested at 21.74 µM); 0.42% of 220,000 active; AID 1085, 2008; in the data active = inhibition above about 50%
# Rad51 HR inh: human RAD51 strand exchange inhibitors, primary screen, biochemical, fluorescence; 0.085% of 200,000 active; DNA repair protein RAD51 homolog 1 (Homo sapiens), Q06609; AID 1385, 2008; inhibition, % at 10 µM; hRad51 DNA strand exchange, fluorescence dequenching;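 active = inhibition above 40% at the single screening dose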;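 also: 0% = DMSO control wells and 100% = blanks with heterologous ssDNA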
#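 Test system: preformed human Rad51 ssDNA filaments. Compound dosing: single dose, 10 µM final compound. Incubation: filaments 15 min 37 °C, then compound 30 min. Technique: FRET fluorescence dequenching, excitation 485 nm, emission 520 nm. Read-out basis: percent inhibition from fluorescence, normalised to plate control and blank means. Benchmarks: plate controls and plate blanks.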
# Furin inh: human furin inhibitors, primary screen, biochemical, fluorescence intensity; P09958; purified furin, fluorogenic substrate cleavage; inhibition, % at 30 µM; 0.061% of 220,000 active; in the data active = inhibition above about 25%; also: inactives centre near -15
# Thrombin inh: human alpha-thrombin inhibitors, primary screen, counter-screen for coagulation protease inhibitor project, biochemical, 1536-well, fluorogenic AMC substrate | Prothrombin (Homo sapiens), P00734 | Boc-VPR-AMC fluorogenic substrate cleavage | inhibition, % at 5 µM | 0.26% of 220,000 active | AID 1046, 2008;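 active = inhibition at or above 40%; inactive = inhibition below 40%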;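 also: 0% = enzyme with no compound and 100% = wells without enzyme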
#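 Test system: human alpha-thrombin; medium: pH 7.5 Tris-saline with Tween 20; times: reaction at room temperature; signal: AMC fluorescence at 355 nm excitation and 460 nm emission; also added: Boc-VPR-AMC substrate, 15 µM final; dosing: one concentration per compound, 5 µM, with 0.2% DMSO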
# KLK5 inh: human KLK5 protease inhibitors, primary screen, biochemical, 1536-well; recombinant hK5, fluorogenic AMC substrate cleavage; inhibition, % at 5 µM; 0.59% of 210,000 active; AID 873, 2007;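 active = inhibition of 40% or more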;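 also: 0% = enzyme controls without compound and 100% = no-enzyme blanks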
# Cl transport mod: KCC2 cotransporter modulators, thallium flux, primary screen, cell-based, HEK293 KCC2, FluoZin-2 fluorescence, MLSMR | KCC2 cells, thallium flux FluoZin-2 fluorescence | B-score of Tl+ flux slope (higher = more flux/activation; lower = inhibition) at 10 µM | 2.2% of 190,000 active;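 active = thallium flux slope and its plate-corrected score both differing from the plate sample mean at a set confidence after two filtering rounds, in either direction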;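 also: slope of fluorescence scaled to starting intensity during 10 to 20 s after thallium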
# 14-3-3 Bad inh: inhibitors of 14-3-3 zeta/Bad binding, primary screen, biochemical, TR-FRET, bovine 14-3-3 zeta | TR-FRET 14-3-3zeta/Dy647-pBad peptide displacement, 1 h | inhibition, % at 21.7 µM | 0.71% of 220,000 active | AID 781, 2007;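 active = inhibition above about 70%, limit read from the data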;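 also: 0% = full 14-3-3 plus peptide FRET controls and 100% = background without 14-3-3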
# Numbers without * were called inactive; / = not tested or not shown; & = joins results of further samples; [ ] = another dose, or the depositor's remark.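 The calls were made as follows, unless noted: active = inhibition above about 30% (limit read from the data); inactive = the rest.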
SMILES,NCF1 inh,eIF4E-4G inh,EBV gp42 block,Rad51 HR inh,Furin inh,Thrombin inh,KLK5 inh,Cl transport mod,14-3-3 Bad inh
COc1ccc(Nc2nc(N3CCCC3)nc3ccccc23)c(OC)c1,-11.9,-3.1,-16.5,8.2,-5.7[20 µM],3.6,-11.3,-1.46,-0.6
CC(=O)Nc1ccc(Nc2nc(-c3ccccc3)nc3ccccc23)cc1,-34.8,-1.2,-6.1,7.3,-13.4,1.2,-6.5,0.0212,-2.8
CCN(CC)C(=O)C1CCCN(Cc2ccccc2C(F)(F)F)C1 (stereo not drawn),1.8,-1.8,0.5,1.7,-12.7,-10.8,-4.6,1.06,70.9*
Cc1cccc(C(=O)Nc2ccc(O)cc2)c1,-9.8,-17.2,-13.3,3.5,1.9,0.9,-4.2,-0.566,-1.9
COc1ccc(NC(=O)CCCN2C(=O)/C(=C\c3ccco3)SC2=S)cc1,-30.6,-4.2,-31.2,/,-17.9,1.5,-18.4,0.0943,-4.3
Nc1ccc(S(=O)(=O)Nc2ccnn2-c2ccccc2)cc1,-3.1,-17.6,-11.9,8.6,-23.4,2.0,-1.4,-0.462,-2.9
Cc1nn(CCC(=O)NNC(=S)Nc2ccc(F)cc2)c(C)c1[N+](=O)[O-],-10.3,1.2[fluorescence artefact?],-4.0,5.1,-17.9[20 µM],-5.3,-46.0,-0.5,-9.3
CCN(CC)S(=O)(=O)c1ccc(C(=O)NCC(c2cccs2)N2CCOCC2)cc1 (stereo not drawn),-7.0,0.5[fluorescence artefact?],-22.7,1.4,-19.0[20 µM],2.6,3.7,-0.0327,13.5[fluorescence artefact?]
COC(=O)c1cccc(C23CC4(C2)[C@H](CN(Cc2ccc(C(F)(F)F)cc2)[C@@H]4c2ccccc2)C3c2ccc(C(F)(F)F)cc2)c1 (stereo partly drawn),-30.7,-2.2,-18.4,4.3,-11.6,-7.2,-3.6,-0.148,1.8
O=S(=O)(c1cccc2cccnc12)N1CCN(c2ccc(F)cc2)CC1,-12.2,0.3,-21.2,2.7,-28.5,-6.1,4.1,-1.7,-8.0
Cc1ccc(-c2cc(C(=O)N/N=C\c3cnn(C)c3C)c3ccccc3n2)cc1C,-3.9,-1.1,4.1,1.1,-12.1[20 µM],-13.6,-0.9,-0.876,3.1[fluorescence artefact?]
O=C(CCC(=O)N1CCCC1)Nc1ccc([N+](=O)[O-])cc1,-8.1,6.3,-13.3,-2.6,-15.6,-3.3,-2.0,0.415,1.2
CCN1/C(=C2\SC(=S)N(Cc3ccccc3)C2=O)Sc2ccccc21,-113.5,3.1,52.9*,-24.2,0.4,-1.4,-3.0,-0.446,-4.2
O=C(NCc1ccc2c(c1)OCO2)c1cc2ncc(Br)cn2n1,-5.4,29.4,-22.2,0.6,-26.2,-2.3,-12.4,/,39.3
O=C(O)c1cc(-c2ccc(/C=N/NC(=S)Nc3ccccc3)o2)ccc1Cl,-36.3,1.1,-9.8,9.3,-1.2,-0.9,-29.2,-0.369,-10.4
CCOC(=O)c1[nH]c(C)c(CN(CCc2ccccc2)C(=O)CCC(=O)O)c1C,-1.6,-2.2[fluorescence artefact?],-30.9,/,-10.4,-4.6,-4.5,-1.06,-1.9[fluorescence artefact?]
Cc1ccc(-c2cc(C(=O)Nc3ccccn3)c3ccccc3n2)o1,-9.3,27.4,30.0,-5.1,-13.6,/,-9.0,-0.294,8.8
COCCn1c(SCC(=O)Nc2cccc(C)n2)nnc1-c1ccco1,-2.6,3.1,-15.3,18.9,-17.1,-1.9,15.7,-0.461,-4.6
CCOc1ccc(C(=O)NC(=S)Nc2ccccc2OC)cc1[N+](=O)[O-],-4.1,15.4[fluorescence artefact?],7.0,0.9,-16.0,-5.2,-11.8,-0.695,-7.3
COc1ccc2[nH]c(=O)c(CN(Cc3ccccc3)C(=S)NCC3CCCO3)cc2c1 (stereo not drawn),-17.0,-3.1,0.3,-4.3,-23.3,-0.5,3.8,-1.8,-5.7
CCO[C@H]1OC(C(=O)Nc2ccccc2)=C[C@@H](C)[C@@H]1CCCO,-8.2,3.8,-11.2,-3.4,-37.3,-2.4,2.2,0.32,5.1
CCCn1c(SCC(=O)Nc2nnc(C(C)C)s2)nc2c1c(=O)n(C)c(=O)n2C,-2.1,6.2,-4.2,3.9,-14.2,1.3,1.1,/,13.7
CC1(C)C2CCC1(CS(=O)(=O)NCc1ccc(C(=O)O)cc1)C(=O)C2 (stereo not drawn),-12.9,1.1[fluorescence artefact?],-14.5,2.5,-15.5[20 µM],-0.5,-1.3,0.221,-2.1[fluorescence artefact?]
CCNC(=O)NC1(C(=O)Nc2ccc3c(c2)OCCO3)CCCCC1,7.0,1.0,-10.1,-2.2,-22.5[20 µM],-5.2,10.7,0.383,-1.3
CC1(C)C(=O)OC(c2ccccc2)C2(CCCC2)C1=O (stereo not drawn),-12.8,-23.4,-13.8,-15.6,-16.4[20 µM],0.3,-1.7,/,-3.5

# An excerpt from above in order of formula weight, high to low:
SMILES,NCF1 inh,eIF4E-4G inh,EBV gp42 block,Rad51 HR inh,Furin inh,Thrombin inh,KLK5 inh,Cl transport mod,14-3-3 Bad inh
COC(=O)c1cccc(C23CC4(C2)[C@H](CN(Cc2ccc(C(F)(F)F)cc2)[C@@H]4c2ccccc2)C3c2ccc(C(F)(F)F)cc2)c1 (stereo partly drawn),-30.7,-2.2,-18.4,4.3,-11.6,-7.2,-3.6,-0.148,1.8
Cc1ccc(-c2cc(C(=O)N/N=C\c3cnn(C)c3C)c3ccccc3n2)cc1C,-3.9,-1.1,4.1,1.1,-12.1[20 µM],-13.6,-0.9,-0.876,3.1[fluorescence artefact?]
CCNC(=O)NC1(C(=O)Nc2ccc3c(c2)OCCO3)CCCCC1,7.0,1.0,-10.1,-2.2,-22.5[20 µM],-5.2,10.7,0.383,-1.3

# New compounds follow.
SMILES,NCF1 inh,eIF4E-4G inh,EBV gp42 block,Rad51 HR inh,Furin inh,Thrombin inh,KLK5 inh,Cl transport mod,14-3-3 Bad inh
CCOC(=O)C1=NN(c2ccccc2C)C2=NC(C)=C(C(=O)OC)C(c3cccc(OC)c3)N12 (stereo not drawn),-11.6,21.3[fluorescence artefact?],-4.8,6.9,-11.7,-7.2,-9.5,-0.443,3.6
COc1ccc(NC(=O)CCN2C(=O)c3ccccc3S2(=O)=O)c(OC)c1,3.0,1.8,-2.3,-3.8,2.0,-4.2,4.8,0.413,-1.3
O=C(O)C1CC(=O)N(CCOc2ccccc2)C1 (stereo not drawn),-0.5,-3.6[fluorescence artefact?],-10.4,-4.4,-5.8[20 µM],-0.7,-5.9,0.0462,1.1
COC(=O)CN(c1ccc(C(C)C)cc1)S(=O)(=O)c1c(C)[nH]c(=O)[nH]c1=O,-10.5,-1.3,-2.2,-4.1,-33.1,-2.7,-23.4,/,3.4
C=CCn1c(=NC(=O)CC)n(C)c2ccccc21,-2.2,5.4[fluorescence artefact?],-4.3,/,-21.5,-4.0,-16.2,0.0172,31.8
CCCOC(=O)c1ccc(Oc2coc3c(CN(CC)CC)c(O)ccc3c2=O)cc1,-2.6,-5.4,5.6,/,-5.9,-7.4,-32.0,0.887,9.3[fluorescence artefact?]
COc1ccc(Cc2noc(CN(C)CC(O)c3ccccc3)n2)cc1OC (stereo not drawn),2.1,2.3,-7.2,-2.1,-23.1,-11.3,-4.7,-0.0402,-3.4
COCCn1c(=S)[nH]c2cc(C(=O)NCC3CCCO3)ccc2c1=O (stereo not drawn),-11.4,0.6,1.7,-17.8,-20.6,-6.9,-12.6,0.481,-0.7
CCC(C)C(NC(=O)c1ccccc1NC(=O)c1ccco1)C(=O)NC1CCCCC1 (stereo not drawn),-13.6,0.2,-11.9,-3.6,-15.9,2.4,-10.2,-0.523,8.2[fluorescence artefact?]
NS(=O)(=O)c1ccc(CNC(=O)CCC2CCCCC2)cc1,0.6,1.9,-14.5,-6.6,-14.0[20 µM],-10.9,-25.9,-0.647,-11.0[fluorescence artefact?]
O=C(Nc1cccc(Oc2c(F)c(F)c(F)c(F)c2F)c1)N1C[C@@H]2C[C@@H](C1)c1cccc(=O)n1C2,-18.4&-9.3,-1.9&-0.7,-7.2&-9.3,7.0&6.3,-10.7,-0.9,-5.3,0.869,3.5&3.6
O=C(c1cc(F)ccc1F)C1CCCN(Cc2cccn2-c2ccccn2)C1 (stereo not drawn),-11.8,0.6,-19.1,-6.9,-9.7,-1.5,2.4,-0.34,2.7
COCCNC(=O)c1cn(C)c2ccc(S(=O)(=O)N(C)C3CCCCC3)cc2c1=O,16.0,1.9,7.3,7.0,-20.6,-10.2,13.0,/,11.7
COc1cc(OC)c(/C=N/NC(=O)COc2cccc3cccnc23)c(OC)c1,-4.2,1.4,-1.8,-3.6,-11.6,-7.5,-2.7,-0.971,-3.0
CC(C)(C)c1nc(NC(=O)Nc2ccccc2)sc1Br,-20.5,-3.9,-0.1,0.6,-28.4,-0.8,-25.9,-0.562,-6.0
Cc1cccc(Nc2nnc(SCC(=O)NC3CCCc4ccccc43)s2)c1 (stereo not drawn),1.2,7.2[fluorescence artefact?],0.8,/,-9.1,14.9,-7.2,-0.265,-4.0[fluorescence artefact?]
COc1ccccc1Nc1c([N+](=O)[O-])cncc1[N+](=O)[O-],7.4,-2.6,1.9,2.0,-22.7,-5.6,4.7,0.00545,-11.2
C=CCn1c(Cc2ccc(OC)cc2)nnc1SCc1nc2ccccc2c(=O)[nH]1,-9.7,-4.7[fluorescence artefact?],-6.0,3.7,-22.8,-5.0,-12.2,/,-9.7[fluorescence artefact?]
CC(=O)Nc1sc2c(c1C(N)=O)CCC2,-9.1,0.3,-5.0,8.8,-17.9[20 µM],-3.9,-12.6,-0.172,2.1[fluorescence artefact?]
O=[N+]([O-])c1ccc(N2CCN(c3nc(-c4ccc(Cl)cc4)cs3)CC2)cc1,-24.3,-15.2,-22.2,-5.5,7.6[20 µM],2.1,-7.2,0.0681,5.6
CCCCN(C)C(=S)Nc1ccc2nc3n(c(=O)c2c1)CCCCC3,0.9,-1.1,-5.6,-1.6,-7.8,-2.1,5.5,-2.24,-1.7
CCOc1ccc(OCCSc2nc3ccccc3[nH]2)cc1,-11.5,0.8,-2.7,2.7,-15.0[20 µM],-2.7,-8.1,0.474,-3.2
COc1ccc(OC)c(S(=O)(=O)n2nc(-c3ccccc3)cc2N)c1,-15.4,0.1,-3.5,-1.3,-9.6,-2.5,-1.9,0.274,-3.9
COc1ccc(SC[C@H](Cc2ccccc2)N2CCN(C)CCC2=O)cc1,-22.3,-5.5,-5.5,-1.2,-28.2,-3.7,-0.2,-0.266,-3.8
O=C(O)CCCCCNC(=O)CCn1nnc2ccccc2c1=O,-0.3,0.6,-17.2,-6.1,-18.7,-3.5,-5.6,/,-2.4

# Bioassay records as filed in PubChem BioAssay.
